High-throughput results (PubChem)
CRFR2-BP antag: blocks CRF-induced signaling of the CRF-BP/CRF-R2 complex; HEK293 CRF-R2/CRF-BP, CRF-induced calcium fluorescence; inhibition, % at 11.8 µM; hit rate 0.59% among 350,000; AID 588475;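 active means inhibition of the ligand-induced calcium signal above about 50% at the single tested concentration, limit read from the data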
M5 PAM: positive allosteric modulators of human muscarinic M5 receptor. CHO-K1 hM5, Fluo-8 calcium, ACh EC20 PAM; 0% = ACh EC20, 100% = ACh EC100. AID 624038. hit rate 0.3% among 360,000. activation, % at 3 µM. P08912;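 active means activation above the run cutoff, the mean activation of all test compounds plus 3 SD, cut at about 18% in these data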
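System: CHO-K1 cell line with stable human muscarinic M5 receptor expression | Also added: EC20 acetylcholine as agonist stimulus | Compound: One concentration, 3 µM final (nominal) | Timing: Fluo-8 loading 80 min at 37 °C plus 30 min room temperature | Measured by: Fluo-8 calcium dye fluorescence, kinetic read | Read-out basis: % activation, ACh-normalized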
CHRM4 antagonist: CHRM4 antagonism in calcium assay; hit rate 0.73% among 360,000; AID 624125; P08173; inhibition, % at 3 µM; CHO-hM4 cells, ACh EC80, Fluo-8 calcium fluorescence;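 active means inhibition above its plate's cutoff, the mean inhibition of sample wells plus 3 SD, cut at about 27% in these data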;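 further: 0% = acetylcholine EC80 with DMSO and 100% = DMSO without agonist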
Target sequence (P08173 whole entry, looked up): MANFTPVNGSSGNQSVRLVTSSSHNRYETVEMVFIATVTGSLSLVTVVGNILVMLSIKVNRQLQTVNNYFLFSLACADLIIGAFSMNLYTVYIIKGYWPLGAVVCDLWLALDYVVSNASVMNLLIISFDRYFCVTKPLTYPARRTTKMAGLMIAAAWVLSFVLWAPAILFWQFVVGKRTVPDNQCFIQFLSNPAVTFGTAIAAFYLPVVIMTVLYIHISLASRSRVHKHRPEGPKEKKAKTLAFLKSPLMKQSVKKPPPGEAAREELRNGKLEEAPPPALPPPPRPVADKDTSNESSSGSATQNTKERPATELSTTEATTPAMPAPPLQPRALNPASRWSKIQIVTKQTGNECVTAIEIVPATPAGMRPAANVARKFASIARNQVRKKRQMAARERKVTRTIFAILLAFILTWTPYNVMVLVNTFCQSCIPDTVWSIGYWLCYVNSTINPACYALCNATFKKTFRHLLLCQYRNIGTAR
CHRM4 PAM: potentiates acetylcholine response at human M4 receptor | P08173 | CHO-K1 hM4/Gqi5, Fluo-8 calcium fluorescence, ACh EC20; 0% = ACh EC20, 100% = maximal ACh | activation, % at 3 µM | hit rate 0.4% among 360,000 | AID 624126;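 active means activation above its plate's cutoff, the mean activation of sample wells plus 3 SD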; further: some results filed as inactive read as strong as hits
CRFBP-R2 agonist: CRF-BP/CRF-R2 complex agonism | hit rate 0.46% among 350,000 | activation, % at 13.2 µM | AID 588473 | HEK293 CRF-R2/CRF-BP, calcium dye fluorescence (FLIPR); percent of saturating CRF peptide response;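 active means activation of at least 50%, plus an integration ratio under a set limit after plate pattern correction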;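 further: plate controls were neutral control wells without compound for no effect and CRF at EC100 for full effect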
M5 ag: CHRM5 agonism in calcium assay; P08912; CHO-K1 hM5 cells, Fluo-8 calcium fluorescence; 0% DMSO wells, 100% maximal acetylcholine response; activation, % at 3 µM; hit rate 0.19% among 360,000;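 active means activation above the run's mean over test compounds plus 3 SD, cut at about 23% in these data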;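 further: signal is peak over basal fluorescence ratio across the kinetic read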
M4 ag: agonists of human muscarinic M4 receptor (CHRM4); AID 624127; CHO-K1 hM4/Gqi5, Fluo-8 calcium fluorescence; vehicle 0%, full acetylcholine response 100%; activation, % at 3 µM; P08173; hit rate 0.14% among 360,000;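 active means activation above the run mean over all test wells plus 3 SD, cut at about 32% in these data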;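 further: peak over basal fluorescence ratio per well then scaled between controls; 0% = DMSO wells and 100% = acetylcholine at EC100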
CHRM1 PAM: potentiates human M1 receptor response to acetylcholine | activation, % at 3 µM | CHO-K1 hM1, Fluo-8 calcium fluorescence, ACh EC20; 0% = ACh EC20, 100% = maximal ACh | hit rate 0.088% among 360,000 | P11229; in the data active means activation above about 19%, passing the limit was not always enough
Target sequence (P11229 whole entry, looked up): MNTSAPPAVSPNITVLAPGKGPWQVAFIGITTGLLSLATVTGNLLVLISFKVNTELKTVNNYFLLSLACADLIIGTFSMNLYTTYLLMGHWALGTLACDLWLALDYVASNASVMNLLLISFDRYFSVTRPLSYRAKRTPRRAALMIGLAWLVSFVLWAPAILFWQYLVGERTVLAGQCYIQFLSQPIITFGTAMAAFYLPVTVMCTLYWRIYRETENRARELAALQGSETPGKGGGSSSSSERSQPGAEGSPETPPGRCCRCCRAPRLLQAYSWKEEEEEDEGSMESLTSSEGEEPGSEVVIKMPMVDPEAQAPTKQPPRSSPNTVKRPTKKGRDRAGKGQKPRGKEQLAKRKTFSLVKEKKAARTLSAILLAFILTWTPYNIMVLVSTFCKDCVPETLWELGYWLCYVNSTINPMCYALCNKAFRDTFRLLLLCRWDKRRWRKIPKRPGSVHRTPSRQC
CHRM5 antagonist: antagonists of human muscarinic M5 receptor (CHRM5); AID 624040; P08912; CHO-hM5 cells, Fluo-8 calcium fluorescence, ACh EC80; inhibition, % at 3 µM; hit rate 0.59% among 360,000;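 active means inhibition above a per-plate cutoff, the mean of that plate's test compounds plus 3 SD, cut at about 27% in these data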;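 further: 0% = acetylcholine EC80 with DMSO and 100% = DMSO without agonist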
* = called active by the depositor; . = not tested or not shown.

Structure	CRFR2-BP antag	M5 PAM	CHRM4 antagonist	CHRM4 PAM	CRFBP-R2 agonist	M5 ag	M4 ag	CHRM1 PAM	CHRM5 antagonist
O=C(COc1ccccc1)Nc1cc(C(F)(F)F)ccc1N1CCCC1	3	-9	-11	-2	4.7	-7	-2	-1	1
COc1cccc(N2CCN(c3ccc4nnc(CCC(=O)Nc5ccccc5OC)n4n3)CC2)c1	0	-10	5	-1	0.2	0	9	-6	15
COC(=O)C[C@H]1c2cc(F)ccc2S(=O)(=O)N1c1ccccc1	0	5	-13	22	-2.7	-4	1	21	8
O=C(Nc1ccc(S(=O)(=O)NC2=NCCCCC2)cc1)c1ccc(C(F)(F)F)cc1	-3	2	-14	15	0.4	-3	5	-4	-4
COCCn1c(SCC(=O)c2ccccc2)nc2c(c1=O)SC(C)C2 (stereo not given)	-4	-2	7	-2	-4.8	-3	2	-9	8
Cc1ccc(NC(=O)CCC(=O)NNC(=O)CCc2ccccc2)c(C)c1	13	-6	7	-3	-2.8	-1	0	3	14
Nc1nc2c(nnn2Cc2ccc(Cl)c(Cl)c2)c(=O)[nH]1	-2	-4	0	0	2.0	6	1	-6	-6
CN1C(=O)N(C)c2cccc3cccc1c23	-17	-5	0	-1	-0.1	-4	1	0	14
CC(=O)c1ccc(OCC(=O)N(C)C2CCS(=O)(=O)C2)cc1 (stereo not given)	-8	0	-14	4	0.0	1	1	4	-6
Cc1ccc(CNC(=O)Cn2cnc(S(=O)(=O)N3CCC(C)CC3)c2)o1	-1	2	5	-4	-0.3	1	0	2	3
CSc1sc(C(=O)N2CCc3ccccc32)cc1S(=O)(=O)C(C)C	-6	1	8	-1	-0.1	-3	2	8	11
O=C(N/N=C/c1ccc(O)c(O)c1)NC12CC3CC(CC(C3)C1)C2	-9	-5	-3	4	0.1	6	3	1	11
CC(C)c1cc(C(=O)N2CCCC(CCC(=O)N3CCN(c4ccccn4)CC3)C2)no1 (stereo not given)	10	-8	-15	-15	-1.6	2	7	5	5
CCCCCN(C(=O)CCC(=O)OCC(=O)N(C)Cc1ccc(C)cc1)c1c(N)n(CCCC)c(=O)[nH]c1=O	10	-8	-7	-4	-0.9	-2	0	3	6
O=C(Nc1nnc(CC(=O)N2CCOCC2)s1)C1COc2ccccc2O1 (stereo not given)	9	8	-6	3	-1.7	0	1	7	2
Cc1cc(Nc2ccccc2Cl)n2nnnc2n1	-5	-16	0	-8	5.2	-7	5	-7	8
O=C(c1ccccc1Nc1ccc(SC(F)F)cc1)N1CCCCC1	-43	6	20	36*	3.5	-4	0	4	1
COc1ccc(CNC(=O)c2cc(COc3c(F)cccc3F)on2)cc1OC	-14	0	2	2	-1.0	6	10	-6	0
Cc1cnc(C(=O)OC(C)C(=O)Nc2ccccc2-c2ccccc2)cn1 (stereo not given)	-2	1	4	-2	-0.5	4	-1	6	2
O=C(NC1CCCCCC1)c1c(O)nc2sccn2c1=O	10	3	5	2	-0.7	0	0	2	1
COc1ccc(CNC(=O)CCCc2ccccc2)cc1	9	-4	-1	-6	1.3	-2	1	2	4
COc1nc(-c2ccccc2)cc(C(F)(F)F)n1	-29	-8	0	-3	-3.0	1	0	3	10
O=C1C=C(N2CCOCC2)c2ccccc2C1=O	-10	4	-6	6	-2.5	2	2	6	5
CCN(Cc1nc2cc(Cl)ccc2c(=O)[nH]1)C(=O)CN1C(=O)NC2(CCCCC2C)C1=O (stereo not given)	-11	3	2	2	0.0	1	2	11	2
C=CC1(C)CN(Cc2ccco2)S(=O)(=O)c2c(F)cccc2O1 (stereo not given)	10	0	-6	2	-5.6	0	9	4	-1
COc1ccc(OCC(=O)N/N=C(/C)Cc2ccccc2)cc1	20	3	9	0	-2.2	-3	0	5	2
CCOc1cc(CC(=O)N[C@@H](CC(C)C)c2ccccc2N2CCCCC2)ccc1C(=O)O	17	-2	-7	11	-1.7	10	-1	3	2
C=CCNc1nc(-c2sc(NC(=O)C(C)(C)C)nc2C)c(-n2cc(-c3ccccc3)nn2)s1	.	-23	19	-10	.	7	22	.	20
S=C(c1ccc(Br)cc1)N1CCN(Cc2ccccc2)CC1	40	-14	2	1	3.6	-2	0	-4	-5
O=C(CCSc1ccc(Cl)cc1)N1CCOCC1	-8	-1	11	2	-0.3	1	1	4	0
O=C(C1CCCN(Cc2cccs2)C1)N1CCCCCC1 (stereo not given)	5	-5	-19	-5	1.2	-5	0	-8	-1
NS(=O)(=O)c1ccc(CNC(=O)Cc2ccsc2)cc1	-4	-5	6	-6	-1.4	1	-1	6	4
O=C(Nc1ccc(F)cc1)c1cc(S(=O)(=O)N2CCCCC2)cs1	1	-8	4	-10	0.6	2	8	0	2
Cc1cc(C)cc(NC(=O)c2ccc(NC(=O)C3C4CC5OC(=O)C3C5C4)cc2)c1 (stereo not given)	-19	2	-1	-4	-4.7	3	0	4	2
C[C@H](CO)N1C[C@H](C)[C@@H](CN(C)C(=O)c2ccccc2)OCc2cnnn2CCCC1=O	0	0	-2	2	2.9	0	1	6	1
CCOC(=O)N1CCN(S(=O)(=O)c2ccc(OC)c(Cl)c2Cl)CC1	-10	-5	2	-3	1.5	1	2	2	-3
Cc1ccc(N(C)S(=O)(=O)c2cccc(C(=O)NNC(=O)c3ccncc3)c2)cc1	-10	4	-2	6	-0.1	-1	5	12	3
Cc1ccccc1N(Cc1cc(=O)[nH]c2ccccc12)C(=O)CCl	.	-2	-5	-7	.	-2	0	7	5
Nc1ccnn1-c1ccccc1	17	2	-3	-4	-1.4	0	1	6	-5
CCCOc1ccc(N2C(=O)CC(N(CCc3ccc(S(N)(=O)=O)cc3)C(C)=O)C2=O)cc1 (stereo not given)	31	0	3	3	-1.3	0	0	13	2
Cc1cccc2c(C(=O)Nn3cnnc3)cc(-c3ccccc3Cl)nc12	0	5	-15	-1	-0.7	-3	0	13	3
COc1ccc(-c2cc3ccccc3n2CC(O)CNCCO)cc1 (stereo not given)	-1	-5	2	-2	1.1	-2	4	8	4
COCCNC(=O)c1c[nH]c2cc(OC)c(OC)cc2c1=O	5	-6	1	10	3.8	0	-1	3	-2
O=C(CN(C(=O)c1csnn1)c1cccc(C(F)(F)F)c1)NCCc1ccccc1	-12	-2	5	-1	0.7	-2	1	-5	5
Cc1ccc2nc(N3CCN(C(=O)c4ccco4)CC3)sc2c1	-4	8	0	8	-1.4	-3	5	-2	0
COC(=O)c1ccccc1SCc1csc(C)n1	-9	-2	-1	3	-0.6	-1	0	7	0
C[C@@H]1CN([C@H](C)CO)C(=O)c2cc(-c3ccc(C(=O)N(C)C)cc3)cnc2O[C@@H]1CN(C)C(=O)c1cccnc1	-1	4	0	5	-0.8	1	1	-5	2
CC(=O)NCCc1ccc(S(=O)(=O)Nc2ccc(NC(=O)c3ccc(F)cc3)cc2)cc1	13	3	1	0	-1.5	-2	0	10	8
CC(C)CC(NC(=O)C1CCCCC1)C(=O)N1CCN(c2ccccn2)CC1 (stereo not given)	-10	-1	10	7	-3.0	1	0	9	-3
CC(C)N1C(=O)c2ccccc2C1C(=O)NC1CCCCCC1 (stereo not given)	-2	5	5	17	0.6	0	-1	7	-7
O=C(Nc1ccc2c(c1)OCO2)c1ccc(Br)c(S(=O)(=O)N2CCCC2)c1	-20	-19	-4	-12	1.2	3	7	-6	7
CCc1cccc(NS(=O)(=O)c2ccc3c(c2)NC(=O)C(C)S3)c1 (stereo not given)	-10	-5	0	-5	0.4	4	13	3	16
Cc1ccc(/C=N/NC(=O)c2cccc([N+](=O)[O-])c2)o1	-37	2	14	-5	18	-3	0	5	-6
O=C(Nc1ccc(S(=O)(=O)N2CCCC2)cc1)c1cccnc1	-3	-4	-5	11	1.1	-1	2	2	-7
COc1cc(C(=O)COC(=O)c2cccs2)cc(OC)c1OC	-5	-7	-7	0	0.8	2	3	-9	17
C=CCN1C=CC(=CC=C(C#N)C#N)C=C1	-54	-23	23	-15	67*	28*	29	-8	20

The results go on.
Structure	CRFR2-BP antag	M5 PAM	CHRM4 antagonist	CHRM4 PAM	CRFBP-R2 agonist	M5 ag	M4 ag	CHRM1 PAM	CHRM5 antagonist
COc1ccc([N+](=O)[O-])cc1NC(=O)c1cn(-c2ccc(C)c(C)c2)c(=O)c2ccccc12	19	-3	9	-8	-3.7	-2	0	-1	8
O=C(Cn1c(=O)[nH]c2ccccc2c1=O)Nc1ccc2c(c1)OCO2	3	-3	8	-1	0.5	-5	1	8	25
Cc1cc(C(=O)Nc2ccccc2Cc2ccccc2)no1	-7	4	-6	1	-0.2	-4	0	8	-4
C[C@H](CO)N1C[C@H](C)[C@@H](CN(C)C(=O)Nc2ccc3c(c2)OCO3)Oc2c(NC(=O)Nc3ccc4c(c3)OCO4)cccc2C1=O	1	-24	27*	-7	-1.4	2	21	-16	23
COc1ccccc1/C=C1/C(=O)N(c2ccc([N+](=O)[O-])cc2)N=C1C	13	-6	-1	-2	0.0	-4	0	3	17
Cc1nnc(SCC(=O)NCc2ccccc2Cl)[nH]c1=O	9	3	5	5	-1.7	-4	0	10	4
CN1C(=O)Cc2cc(S(=O)(=O)NCc3cccs3)ccc21	1	-10	2	4	-1.1	-5	2	0	-2
CCOc1ccc(NC(=O)c2ccc(CSc3nnc(C)s3)cc2)cc1	16	1	3	14	-0.9	-4	4	-5	-1

Looked up one by one from above (2):
Structure	CRFR2-BP antag	M5 PAM	CHRM4 antagonist	CHRM4 PAM	CRFBP-R2 agonist	M5 ag	M4 ag	CHRM1 PAM	CHRM5 antagonist
CN1C(=O)Cc2cc(S(=O)(=O)NCc3cccs3)ccc21	1	-10	2	4	-1.1	-5	2	0	-2
Cc1cc(C(=O)Nc2ccccc2Cc2ccccc2)no1	-7	4	-6	1	-0.2	-4	0	8	-4

New compounds follow:
Structure	CRFR2-BP antag	M5 PAM	CHRM4 antagonist	CHRM4 PAM	CRFBP-R2 agonist	M5 ag	M4 ag	CHRM1 PAM	CHRM5 antagonist
Oc1ccc(C(=S)N2CCCCCC2)cc1	-3	-2	5	-3	-0.9	-1	0	6	6
CS(=O)(=O)c1ccc2nc(NC3(C(F)(F)F)N=C4SCCN4C3=O)sc2c1 (stereo not given)	14	-4	7	-5	10	1	-1	-1	9
COc1cc(/C=N/NC(=O)CCn2c3ccccc3c3ccccc32)cc(OC)c1OC	-24	-2	-7	-1	0.1	0	3	2	-5
Cc1cccc(NC2=NC(=S)N(CC#N)C23CCCCC3)c1	3	-6	-2	4	-1.9	-15	-1	4	11
COc1cc(C(=O)Nc2ccc(S(=O)(=O)Nc3ncccn3)cc2)c([N+](=O)[O-])cc1OC	-7	-1	-1	-4	3.0	1	0	-4	2
Cc1cc(C)cc(NC(=O)C2C3C=CC(O3)C2C(=O)O)c1 (stereo not given)	-21	0	2	4	1.9	-1	1	14	9
Cc1cccc(NC(=O)c2cccnc2)c1	21	5	2	-4	-0.6	-1	0	-4	-7
COCCNC(=O)C(c1cccs1)N(C(=O)Cn1nnc2ccccc21)c1cccc(C(C)=O)c1 (stereo not given)	3	2	0	1	1.1	-8	0	4	0
O=C(O)c1cccnc1Sc1ccccc1	12	-9	-1	4	-2.7	-1	0	0	8
